mcGAS MS inh – mouse cGAS inhibition by mass spec; recombinant mouse cGAS, cGAMP by RapidFire MS; inhibition, % at 12.5 µM; hit rate 0.18% among 130,000;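 active means inhibition of cGAS enzyme activity at or above 60%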;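 further: enzyme stimulated by 45 bp dsDNA with ATP and GTP substrates; cGAMP share of summed cGAMP plus half ATP and half GTP signals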
Target sequence (Q8C6L5 whole entry, looked up): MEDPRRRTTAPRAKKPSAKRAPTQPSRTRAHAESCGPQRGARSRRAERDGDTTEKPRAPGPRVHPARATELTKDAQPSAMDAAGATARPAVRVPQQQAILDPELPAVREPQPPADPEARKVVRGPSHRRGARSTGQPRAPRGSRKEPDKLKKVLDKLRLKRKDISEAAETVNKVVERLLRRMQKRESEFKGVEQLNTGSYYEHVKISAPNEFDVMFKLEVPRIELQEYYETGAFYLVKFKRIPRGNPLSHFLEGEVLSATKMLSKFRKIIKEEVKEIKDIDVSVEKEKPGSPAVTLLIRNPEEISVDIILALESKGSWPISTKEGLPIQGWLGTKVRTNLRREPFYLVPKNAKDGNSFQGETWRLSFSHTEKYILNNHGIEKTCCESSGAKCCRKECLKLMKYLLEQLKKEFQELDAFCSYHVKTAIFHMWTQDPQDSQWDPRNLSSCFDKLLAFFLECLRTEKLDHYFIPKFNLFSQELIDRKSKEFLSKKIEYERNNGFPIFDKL
Starred values were filed as active, the others as inactive; & = joins results of further samples. These rows are one share of the data (hit frequency here may not be typical).

mcGAS MS inh	Structure
-1.6	CN(CC1COCCO1)C(=O)c1cc(COc2ccc3ncccc3c2)on1 (centres undefined)
-8.4	Cc1nc(C)c(CNC(=O)c2ccc(NC(=O)c3ccoc3C)cc2)s1
-1.9	NC(=O)c1ccccc1-c1cccc(CN2CCOCC2)c1
-5.6	COc1cccc(-n2cc(CNCc3nnc(-c4ccc(C)n4C)o3)cn2)c1
1.5	CN(C)c1ncc(CNC2CC(=O)N(CCc3cccc(Cl)c3)C2)s1 (centres undefined)
-3.9	COc1ccc(-c2c(C)nn3c2ncc2c(=O)n(-c4ncn[nH]4)ccc23)cc1
86.0*	COc1ccc(-c2ccc(C(=O)N3CCCC3)o2)c2cccnc12
-8.9	CCN(CC)c1ncccc1CNC(=O)Nc1cccc(OC)c1
-13.9	CCc1nc2c([nH]1)c(=O)n(C)c(=O)n2C
-5.9	O=C(CN1CCCCCC1)N1CCCCC1c1cccnc1 (centres undefined)
4.0	Cc1nc(C)c(CN2CCCC(C(=O)Nc3ccc(-c4ccco4)cc3)C2)nc1C (centres undefined)
6.7	CCCn1c(=O)n(C)c(=O)c2c3nc4ccccc4c(C)c3[nH]c21
-4.3	COc1cc(OC)cc(C(=O)Nn2cnc3c(cnn3-c3ccc(C)cc3)c2=O)c1
-12.1	CCN(CC)S(=O)(=O)c1ccc(SCC(=O)N2CCNC2=O)nc1
-19.7	COC(=O)c1cccc(-c2cccc(CN3CCOCC3)c2)c1
-2.4	COc1ccccc1Sc1ccccc1C#N

3 structures from above, ordered by length of the SMILES, low to high:
mcGAS MS inh	Structure
-13.9	CCc1nc2c([nH]1)c(=O)n(C)c(=O)n2C
4.0	Cc1nc(C)c(CN2CCCC(C(=O)Nc3ccc(-c4ccco4)cc3)C2)nc1C (centres undefined)
-4.3	COc1cc(OC)cc(C(=O)Nn2cnc3c(cnn3-c3ccc(C)cc3)c2=O)c1

(more compounds)
mcGAS MS inh	Structure
-9.1	CCN(CC1CCCCC1)C(=O)CS(C)(=O)=O
0.6	Cn1c(-c2cccs2)nn(CCNC(=O)c2ccccc2F)c1=O
-26.1	CC1(C)Oc2ccc3ccc(=O)oc3c2/C(=C/NCCC2C=NC3C=CC=CC23)C1=O (centres undefined)
-4.8	O=c1[nH]c(CSc2nnc(Cc3cccs3)n2C2CC2)nc2ccsc12
-8.5	Cc1ccc2ncc(C(=O)O)n2c1
0.2	O=C(NCc1ccccc1-n1ccnc1)[C@H]1Cc2ccccc2CN1
-3.5	CC1CCCC(C)N1Cc1cn2ccc(Cl)cc2n1 (centres undefined)
34.6	O=c1cc(CN2CCCC(N3CCN(c4ccccc4F)CC3)C2)[nH]c(=O)[nH]1 (centres undefined)
-5.9	O=C(NC1CCCCC1)c1ccc(C(F)(F)F)nc1
-6.5	COc1ccc(C(=O)CC(=O)O)c2c1C=CC(C)(C)O2
-11.9	Cn1cc(S(=O)(=O)Nc2ccc(F)cn2)nc1Cl
-11.9	CCOc1ccc(-n2c(=O)c3sccc3n(Cc3nc(-c4ccccc4Cl)no3)c2=O)cc1
9.0	O=C(C1CCOCC1)N1CCC2(CCCN(CC3CCCCC3)C2)C1 (centres undefined)
-5.6	C[C@@H]1CN(C(=O)C2CC23CCN(C(=O)C2=CCCC2)CC3)C[C@H](C)O1 (some centres undefined)
-4.1	CCOC(=O)c1ccc2nc(C(=O)NCC(C)N(C)C)n(Cc3ccc(-c4ccccc4)cc3)c2c1 (centres undefined)
0.3	CCCn1c(SCCn2cc(Br)cn2)n[nH]c1=O
0.0	Cc1ccc(C(=O)Cn2nc(-c3ccc(F)cc3)oc2=O)c(C)c1
-4.6	COc1ccc(OC)c(-n2c(C)cn3c4c(=O)n(C)c(=O)n(C)c4nc23)c1
3.2	CCOC(=O)/C=c1/nc2c([nH]c1=O)=NON2
2.2	Cc1nnc(C)c2c(C)n(-c3ccc(C#N)cc3)nc12
7.3	Cc1cc(S(=O)(=O)Nc2ccc3c(c2)OC(F)(F)O3)sc1C(=O)O
3.7	Cc1cccc(CCC(=O)OC(C)C(N)=O)c1 (centres undefined)
-10.3	O=C1CSC(c2ccncc2)N1c1ccc(Cl)cn1 (centres undefined)
15.2	N=C1/C(=C/c2ccccc2)C(=O)N=C2SC(Cc3ccccc3)=NN12
2.6	O=C(Nc1ccc([N+](=O)[O-])cc1)c1nn(-c2ccccc2)cc1N=Cc1cccc(O)c1
-7.2	CCOC(=O)C1(Cc2ccccc2C)CCCN(S(=O)(=O)c2cccs2)C1 (centres undefined)
-2.5	COC(=O)c1cc(OCc2ccc(C#N)cc2F)cc(C(=O)OC)c1
1.4	Cc1cc2oc3c(c2cc1NS(=O)(=O)c1cccs1)CCCC3
-49.0	COc1ccc(C2(C(=O)N3CCCC(c4ccn[nH]4)C3)CCCC2)cc1 (centres undefined)
-23.5	OCCCc1cn(C2CCN(c3nn4cnnc4c4ccccc34)CC2)nn1
-0.5	CCCNC(=O)NC(=O)CSc1nnc(-c2ccco2)n1CC
-4.7	CC(Oc1ccccc1F)C(=O)N/N=C\c1cnn(-c2ccccc2)n1 (centres undefined)
-2.4	O=C(Nc1nc2ccccc2s1)c1cc(-c2cccs2)n(C2CCS(=O)(=O)C2)n1 (centres undefined)
-25.6	CCOC(=O)C1=C(N2CCCCC2)c2cc3c(n2C1=O)CCCC3
-7.0	CCCCc1nc(C)c(C(=O)OCc2scnc2C)s1
2.2	C#CCN1CCC(C(=O)N(CCN(C)C)Cc2cccnc2)CC1
-3.4&8.2	O=C(/C=C/c1ccc(O)c(O)c1)O[C@@H]1C[C@](O)(C(=O)O)C[C@@H](O)[C@H]1O
-2.6	CCOC(=O)C(=O)NC(C)C(c1cccs1)N1CCN(c2ccccc2)CC1 (centres undefined)
-5.1	Cc1cccc(OC(C)C(=O)NNC(=O)c2ccccc2SCc2cscn2)c1C (centres undefined)
-0.6	Cc1[nH]n2c(=O)c3c(nc2c1-c1ccc(Cl)cc1)CCCC3

3 entries from above, as tab-separated lines.
SMILES	mcGAS MS inh
CCOC(=O)C1=C(N2CCCCC2)c2cc3c(n2C1=O)CCCC3	-25.6
CCCCc1nc(C)c(C(=O)OCc2scnc2C)s1	-7.0
C#CCN1CCC(C(=O)N(CCN(C)C)Cc2cccnc2)CC1	2.2

Following part
mcGAS MS inh	Structure
-10.2	COc1ccc(OC)c(-c2c(=O)n(O)c3ccccc3[n+]2[O-])c1
-10.8	Cc1cccn2c(=O)c3cc(C(=O)N4COCC4(C)C)sc3nc12
-4.3	O=C(Cc1n[nH]c(=O)c2ccccc12)N1CCOC(c2ccc(Br)cc2)C1 (centres undefined)
-38.7	COCCC(=O)NC(Cc1ccccc1)c1cccs1 (centres undefined)
-7.5	Cc1nc(CCC(=O)N2CCCC3(CCCN(Cc4ccccc4)C3)C2)n[nH]1 (centres undefined)
-4.5	Cc1nn(-c2ccccc2)c(C)c1CNC(=O)CCCn1c(C)csc1=O
2.5	COc1ccc2nc(NC(=O)CCN3C(=O)C4CCCCC4C3=O)sc2c1 (centres undefined)
-8.4	Cc1ccc(C(O)c2ncc(-c3ccccc3C)[nH]2)cc1 (centres undefined)
-1.5	CCn1c(=O)c2c(nc3n2CC(C)=NN3Cc2cccc3ccccc23)n(C)c1=O
9.5	Cc1ccc(C)c(NC(=O)/C=C/c2ccc3c(c2)CCCN3C)c1
5.0	O=S(=O)(NCc1ccccc1)N1CCCCC1c1nc2ccccc2[nH]1 (centres undefined)
4.4	O=S(=O)(Nc1ncnc2sc3c(c12)CCC3)c1cc(F)ccc1F
5.3	N#Cc1ccc(C(=O)N2CC3ON=C(c4cccnc4)C3C2)cc1 (centres undefined)
-5.6	CCc1ocnc1C(=O)N1CCOc2c(O)cc(-c3cccc(Cl)c3)cc2C1
1.3	CC(Oc1ccc(Br)cc1Cl)C(=O)NC1CCS(=O)(=O)C1 (centres undefined)
-18.0	CN1C[C@@H]2CC[C@H](CC1=O)N2C(=O)C(C)(C)NC(=O)c1cccs1
-20.4	O=C(CCC(=O)N1CCCCCC1)NC[C@@H]1CCNC[C@H]1O
-9.6	COc1ccccc1CCNC(=O)c1ccccc1N1CCC(NC(=O)c2ccccc2C)CC1
2.7	Cc1nccn1CC(=O)N1CCC(=O)N(Cc2ccc(F)cc2)C(C(C)C)C1 (centres undefined)
-0.9	COCCOC(C)C(=O)N1CCCc2cc(C)cc(C)c21 (centres undefined)
-14.9	Cc1ccc(CNS(=O)(=O)Cc2ccc(F)cc2)cc1F
-11.3	Cc1nc(NCCNC(=O)c2cccs2)cc(N2CCCC2)n1
-0.5	O=C1Nc2ccccc2C12CCCN(Cc1ccc(-c3ccn[nH]3)o1)C2 (centres undefined)
-7.5	O=C(c1ccc(Cl)cc1F)N1CCN(S(=O)(=O)c2ccc(F)c(Cl)c2)CC1
-1.5	Cc1cc(O)c(C(=O)C=Cc2ccc(C(C)C)cc2)c(=O)o1
-1.9	Cc1cn2c3c(=O)n(CC(C)C)c(=O)n(C)c3nc2n1CC(C)C
0.9	CCSC1CCC(NC(=O)c2cc(S(=O)(=O)N3CCOCC3)ccc2F)C1 (centres undefined)
-4.2	CCOC(=O)C1(Cc2ccccc2)CCCN(Cc2nc3ccccc3n2C)C1 (centres undefined)
1.6	Cc1ccc(-c2ccc(C(=O)N(Cc3cnn(C)c3)C3CC3)cc2)o1
2.2	CCN(CC(=O)NCc1ccc(F)cc1)Cc1cc(=O)n2ccccc2n1
14.5	COc1cc(C(=O)C=Cc2cc(OC)c(O)c([N+](=O)[O-])c2)ccc1O
-3.2	O=C(CCC1CCN(C(=O)c2cccc(-n3cccn3)c2)CC1)Nc1ccccc1

mcGAS MS inh: what is marked active above
mcGAS MS inh	Structure
86.0*	COc1ccc(-c2ccc(C(=O)N3CCCC3)o2)c2cccnc12

Remaining list, next part.
mcGAS MS inh	Structure
9.6	CC(C)n1nccc1NC(=O)c1ccc(Cl)c(S(=O)(=O)NC2CC2)c1
3.9	CCOC(=O)c1c(NC(=O)c2ccccc2)sc(C(=O)NC)c1C
11.5	Cc1ccccc1NC(=O)c1ccc2c(c1)S(=O)(=O)N(C1CC1)C2=O
71.8*	O=C(CCl)Nc1nc(-c2c[nH]c3ccccc23)cs1
-15.4	O=S(=O)(c1ccc(SCc2cc(Cl)c3c(c2)OCCCO3)nc1)N1CCCC1
-5.0	CC(Sc1nnc(-c2ccc3c(c2)OCO3)o1)c1nnc(-c2ccc([N+](=O)[O-])cc2)o1 (centres undefined)
-38.9	c1cc(CN2CCOCC2)cc(-c2ccc(Cn3ccnc3)cc2)c1
7.9	Cc1ccc(CN(C)C(=O)CNC(=O)c2cc(Cl)ccn2)cc1

Random excerpt: 4 compounds from above, in no set order.
mcGAS MS inh	Structure
11.5	Cc1ccccc1NC(=O)c1ccc2c(c1)S(=O)(=O)N(C1CC1)C2=O
-15.4	O=S(=O)(c1ccc(SCc2cc(Cl)c3c(c2)OCCCO3)nc1)N1CCCC1
3.9	CCOC(=O)c1c(NC(=O)c2ccccc2)sc(C(=O)NC)c1C
71.8*	O=C(CCl)Nc1nc(-c2c[nH]c3ccccc23)cs1

(cont.)
mcGAS MS inh	Structure
-0.9	CCN1CCCC1CN(CC1CCN(CCOC)CC1)C(=O)/C=C/C(C)C (centres undefined)
-5.6	CC(NC(=O)c1ccoc1)C(=O)NC1CCCC1(C)CO (centres undefined)
1.7	Cc1c(C(=O)N2C[C@H](O)C[C@H]2C(=O)OCc2ccccc2)ncn1Cc1ccc(Cl)cc1
-6.5	CCOC(=O)CSc1nc2ccccc2[nH]1
-4.1	CCn1nnc2c(N3CCN(C(=O)CCC4CCCCC4)CC3)ncnc21
0.9	CCCN1CCC(C)(C(=O)Nc2ccc3scnc3c2)C1 (centres undefined)
-7.3	COc1ccc(OC2CCN(C(C)=O)CC2)c(C(=O)NCC(C)c2ccccc2)c1 (centres undefined)
-2.2	CC(=O)Nc1ccc(Nc2ncnc3sc4c(c23)CCCC4)cc1
-5.0	CC(=O)N1CCC2(CC1)NCCc1[nH]cnc12
-6.1	Cn1ccnc1Sc1ccc(S(=O)(=O)C(F)(F)F)cc1[N+](=O)[O-]
